Compound activity (PubChem BioAssay)
MT1-MMP act inh: inhibitors of human MT1-MMP activation; P50281; HT1080 RFP-PRO-GFP cells, GFP/RFP ratio fluorescence, overnight; percent of plate control window, DMSO zero; GFP/RFP ratio change, % at 20 µM; 0.061% of 360,000 active; AID 651647;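 active = GFP/RFP ratio change of at least 30% with cell ATP level not reduced by more than half and red fluorescence within 50% of control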; also: strong numbers were not always called active
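Assay system: HT1080 RFP-PRO-GFP cells. Benchmarks: DMSO vehicle wells and RFP-L50D-GFP reporter cell wells. Times: overnight cell settling, then overnight compound exposure, 37 °C, 5% CO2. Compound: 20 µM single dose, 1% DMSO. Read-out basis: GFP/RFP fluorescence ratio.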
FAS-TE inh: FAS thioesterase (human) inhibition; recombinant FAS-TE, OMFH fluorogenic substrate, fluorescence endpoint; P49327; inhibition, % at 15 µM; 0.67% of 360,000 active;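 active = compounds whose normalised, plate-corrected inhibition of enzyme fluorescence in the single-dose primary screen is 50% or more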;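 also: 0% = DMSO with enzyme and 100% = substrate without enzyme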
SKN-1 block: inhibitors of C. elegans SKN-1; C. elegans VP596 Pgst-4::GFP/RFP ratio, acrylamide-induced, 24 h; inhibition, % at 21.8 µM; 0.49% of 360,000 active; AID 624304;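 active = interference check ratio from 0.5 to 1.5 plus GFP to RFP signal ratio inhibition reaching or exceeding a fixed threshold, cut at about 30% in these data, passing the limit was not always enough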; also: some compounds called inactive have numbers as strong as hits
CSN inh: inhibitors of human CSN-mediated cullin deneddylation; Q92905; Purified CSN, SCF-Nedd8-OG deneddylation, fluorescence polarization; inhibition, % at 12.5 µM; 0.38% of 360,000 active; AID 651999;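 active = pattern-corrected inhibition above about 35%, with an unprinted fluorescence ratio check between 0.5 and 1.5, limit read from the data, passing the limit was not always enough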;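 also: 0% = enzyme with substrate and 100% = substrate without enzyme; some results filed as inactive read as strong as hits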
Target sequence (Q92905 whole entry, looked up, one chain of several): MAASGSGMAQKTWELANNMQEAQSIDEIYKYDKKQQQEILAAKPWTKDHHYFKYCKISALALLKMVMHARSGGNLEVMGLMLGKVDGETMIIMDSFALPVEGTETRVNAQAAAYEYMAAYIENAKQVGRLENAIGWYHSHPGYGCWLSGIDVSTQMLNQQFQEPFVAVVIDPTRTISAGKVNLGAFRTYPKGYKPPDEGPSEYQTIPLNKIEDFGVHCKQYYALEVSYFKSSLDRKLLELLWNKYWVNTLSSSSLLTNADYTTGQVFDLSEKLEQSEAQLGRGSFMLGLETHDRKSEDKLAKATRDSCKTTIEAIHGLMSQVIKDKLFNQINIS
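assay system = purified human Csn5 enzyme expressed in HEK293T cells | amount = 0.24 nM enzyme | buffer or medium = Tris/NaCl/DTT buffer, pH 7.5 | reagent = 10 nM SCFSkp2-Nedd8OG | compound = one concentration, 12.5 µM, 0.25% DMSO | times = 90 min reaction at room temperature | signal = FP | read-out basis = % inhibition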
Neddyl block: cullin neddylation inhibition; P61081+Q13564; TR-FRET cullin neddylation, biochemical; calls only at 25 µM; 0.58% of 360,000 active; AID 651699; in the data active = inhibition above about 36%
MLLE-PAM2 inh: inhibitors of microRNA-mediated deadenylation, human PABP1 MLLE binding; P11940; 0.36% of 360,000 active; inhibition, % at 20 µM; AID 588489; GST-MLLE / FITC-PAM2 fluorescence polarization; in the data active = inhibition above about 35%, passing the limit was not always enough;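 also: plate controls were DMSO wells with GST-MLLE for no effect and wells lacking GST-MLLE protein for full effect; some results filed as inactive read as strong as hits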
Target sequence (P11940 whole entry, looked up): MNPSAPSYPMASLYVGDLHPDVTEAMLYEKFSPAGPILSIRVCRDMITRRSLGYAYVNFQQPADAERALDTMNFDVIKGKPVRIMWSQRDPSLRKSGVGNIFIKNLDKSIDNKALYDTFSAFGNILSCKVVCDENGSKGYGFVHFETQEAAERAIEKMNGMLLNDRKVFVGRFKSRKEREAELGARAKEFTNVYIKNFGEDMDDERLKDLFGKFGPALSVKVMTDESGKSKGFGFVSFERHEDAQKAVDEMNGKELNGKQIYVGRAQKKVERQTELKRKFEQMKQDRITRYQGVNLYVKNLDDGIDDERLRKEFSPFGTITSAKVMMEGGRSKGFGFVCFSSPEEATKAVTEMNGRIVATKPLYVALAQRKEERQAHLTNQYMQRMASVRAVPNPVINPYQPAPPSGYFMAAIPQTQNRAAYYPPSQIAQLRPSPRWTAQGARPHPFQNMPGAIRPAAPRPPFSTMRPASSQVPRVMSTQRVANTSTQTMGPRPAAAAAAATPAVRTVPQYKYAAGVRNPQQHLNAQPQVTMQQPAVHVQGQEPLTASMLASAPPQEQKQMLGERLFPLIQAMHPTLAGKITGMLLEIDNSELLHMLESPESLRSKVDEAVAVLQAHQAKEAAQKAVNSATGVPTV
NadD inh: NadD (S. aureus) enzyme inhibition. purified NadD enzyme, colorimetric absorbance read-out. inhibition, % at 20 µM. 0.78% of 360,000 active. AID 602399; in the data active = inhibition above about 26%; also: some compounds past the cut are filed as inactive
Rin1-Abl PPI inh: blocks binding of human Rin1 to Abl; P00519+Q13671; TR-FRET Rin1/Abl binding, biochemical; inhibition, % at 7.35 µM; 0.4% of 360,000 active; in the data active = inhibition above about 5%, passing the limit was not always enough
Rpn11 block: inhibitors of human proteasome Rpn11; O00487; human 26S proteasome, Ub4-pepOG fluorescence polarization; 20S core pre-blocked with epoxomicin; calls only at 20 µM; 0.59% of 360,000 active; AID 588493;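 active = inhibition at 20 µM, scaled to each plate's controls, above about 33%, limit read from the data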
Numbers without * were called inactive; i = inactive; · = not tested or not shown.

SMILES	MT1-MMP act inh	FAS-TE inh	SKN-1 block	CSN inh	Neddyl block	MLLE-PAM2 inh	NadD inh	Rin1-Abl PPI inh	Rpn11 block
O=C1C[C@@H](c2ccc(O[C@@H]3O[C@H](CO)[C@@H](O)[C@H](O)[C@H]3O)cc2)Oc2cc(O)ccc21	-1	-7	18	-1	i	-4	-1	3	i
COc1ccc(S(=O)(=O)NNC(=O)c2ccccc2-n2cccc2)cc1	5	-2	-9	-6	i	-2	-2	1	i
CCCC[C@@H]1CCCO[C@@](C(=O)NCc2cc(C)n(C)n2)(C(F)(F)F)C1	-2	-8	5	-4	i	-8	-5	0	i
S=C1NC[C@H](CC2CCCCC2)N1CCCCC1CCCCC1	-2	-147	11	-1	i	-14	11	3	i
O=C(COC(=O)c1cncc(Br)c1)NC1CCCCC1	-2	10	8	6	i	4	-6	1	i
Cc1ccc(C)c(S(=O)(=O)N(C)Cc2cccs2)c1	-1	19	-23	-1	i	-3	-8	3	i
CCN1CCN(Cc2c(OC)ccc3ccccc23)CC1	-3	-6	-2	-1	i	5	-6	-2	i
O=C(NCCC1=CCCCC1)c1cc2c(s1)CS(=O)(=O)C2	-2	1	-1	2	i	3	0	1	i
Cc1nn(CC2CC2)c(=O)n1-c1ccc(Oc2ccccc2)cc1	-3	3	-3	-7	i	1	-4	-4	i
CCC(c1nnnn1-c1ccc2c(c1)OCCO2)N1CCN(c2ccc(C)cc2)CC1 (stereo not drawn)	-1	20	7	-7	i	·	-6	·	·
O=S(=O)(/N=C(\c1ccccc1)N1CCOCC1)c1ccc(Cl)cc1	-2	-4	11	3	i	1	-2	4	i
CCn1nc(C)c(CN2CCCC(CO)(Cc3cccc(Cl)c3)C2)c1C (stereo not drawn)	-1	-2	-4	4	i	2	-5	-1	i
Cc1cc(-c2ccc(C)c(S(=O)(=O)NCCC(C)N3CCCCCC3)c2)on1 (stereo not drawn)	-2	-3	8	7	i	3	-7	0	i
Cc1cc(CNC(=O)COc2c(F)c(F)cc(F)c2F)c2ccccc2n1	4	11	7	0	i	11	6	0	i
CC(C)(C)c1ccc(C(=O)NCCC(=O)Nc2ccc(S(=O)(=O)Nc3nccs3)cc2)cc1	3	4	12	3	i	12	11	1	i
COC(=O)C1CCN(C(=O)c2cc3c(=O)n4cccc(C)c4nc3n2Cc2ccccc2)CC1	-3	9	17	3	i	16	8	-2	i
CCN(c1ccccc1)S(=O)(=O)c1cccc(C(=O)NCc2cccnc2)c1	8	-10	-6	0	i	10	3	2	i
C=CCn1c(NCc2ccccc2OC)nc2ccccc21	0	-3	-5	1	i	0	-1	-3	i
COc1ccc(-c2nc3ccccc3n2CCC(C)C)cc1OC	2	2	10	-3	i	30	-1	0	i
CCCN1C(=O)c2ccccc2NC1c1ccc(OC)c(CSc2ccccn2)c1 (stereo not drawn)	-2	17	5	-2	·	1	-2	0	i
O=C1CCC(=O)N1CNc1ccc(Oc2ccccc2)cc1	-1	-8	16	3	i	-10	-1	1	i
O=C(Nc1nc(-c2ccccc2)cs1)NC1CCCCC1	0	10	20	-5	i	6	-3	-1	i
O=c1cc(CSc2nnnn2-c2ccccc2)nc2nc[nH]n12	-4	-8	-6	2	i	-2	0	-4	i
Cc1ccc(N2C(=O)CC(Sc3ncccn3)C2=O)cc1C (stereo not drawn)	-1	-3	-1	3	i	30	5	-1	i
CCCNC(=O)C1(C)CCN(Cc2ccc(-c3ccccc3)o2)C1 (stereo not drawn)	-3	-5	-2	-5	i	5	0	-3	i
The listing continues:
SMILES	MT1-MMP act inh	FAS-TE inh	SKN-1 block	CSN inh	Neddyl block	MLLE-PAM2 inh	NadD inh	Rin1-Abl PPI inh	Rpn11 block
N=P(N1CCOCC1)(N1CCOCC1)C12CC3CC(CC(C3)C1)C2	-7	-11	16	-2	i	2	5	-2	i
CC(=O)c1ccc(S(=O)(=O)NCC2(N3CCOCC3)CCCCC2)cc1	-3	1	12	-2	i	3	-2	-2	i
CCCCCC(=O)Nc1cc(S(=O)(=O)N2CCOCC2)ccc1N1CCCCC1	-4	18	4	1	i	-22	-1	0	i
CC1CC(C)CN(C(=O)C(C)N(C)CC(=O)Nc2ccc(F)cc2)C1 (stereo not drawn)	-8	-6	11	-3	i	-23	-2	1	i
COc1ccc(S(=O)(=O)N(CC(=O)NCc2ccncc2)c2ccc(C)cc2)cc1Br	0	2	-12	0	i	-8	-3	5	i
CCOc1ccccc1C(=O)OCC(=O)NCCNC(=O)COC(=O)c1ccccc1OCC	-1	-5	19	1	i	-4	-10	-5	i
COc1ccc(-c2cc(=O)[nH][nH]2)cc1OC	5	-8	-4	-6	i	6	-10	0	i
Cc1sc(NC(=S)NC(=O)CCc2ccccc2)c(C(N)=O)c1C	9	-8	8	2	i	27	5	3	i
NN1C(=O)NC(c2ccccc2)(c2ccccc2)C1=O	-3	-11	-6	3	i	-3	-3	-1	i
CCn1ccnc1CN1CCCC(C(=O)c2ccc3c4c(cccc24)CC3)C1 (stereo not drawn)	-2	-4	1	-6	i	-4	-6	-4	i
CCOc1ccc(CCNC(=O)C2CC(C)=CCC2C(=O)O)cc1OCC (stereo not drawn)	0	-4	18	5	i	-4	-5	4	i
c1nc(N2CCCCCC2)c2[nH]cnc2n1	-8	-4	3	-1	i	10	4	-1	i
CCOC(=O)c1ccc(NC(=O)c2nc[nH]c2C(=O)NCc2ccccc2)cc1	6	9	5	-7	·	1	-1	1	i
CCOc1ccc(S(=O)(=O)Nc2ccc3c(c2)n(C)c(=O)n3C)cc1	9	9	1	3	i	-7	-4	-1	i
Cc1ccccc1-n1c(SCC(=O)NCc2cccs2)nnc1-c1ccncc1	-4	-8	2	4	i	-35	-1	3	i
CC(=O)NNc1cc(=O)c2c(=O)n(C)c(=O)n(C)c2[nH]1	2	-6	9	1	i	6	-5	-3	i
CC(=O)NC(C)c1nc2ccccc2n1CC(=O)NC(C)CCc1ccccc1 (stereo not drawn)	2	0	-9	3	i	-18	-1	0	i
CCOC(=O)c1[nH]c(C)c(C(=O)OCc2c(C)noc2C)c1C	3	-3	0	-3	i	4	-2	-1	i
COC(=O)N[C@H](CC(C)=O)c1cccc(C(F)(F)F)c1	-3	-8	6	0	i	7	0	1	i
C#CCOc1ccccc1/C=C1/C(=O)ON=C1C	-13	-6	3	3	i	18	-3	-2	i
COc1ccccc1C1(CC(=O)O)CCOC(C)(C)C1 (stereo not drawn)	6	-1	11	1	i	12	4	-4	i
CCOC(=O)c1ccc(NC(=O)CSc2nnc(-c3cccs3)n2CC)cc1	3	-6	0	5	i	-6	-1	0	i
O=C(O)c1ccc2c(c1)C(=O)N(Cc1ccco1)C2=O	2	-1	4	2	i	-2	-3	2	i
CC1C(C)C(O)(c2ccccc2)CCN1C (stereo not drawn)	5	-4	-8	-2	i	-1	4	1	i
OCCN1CCN(c2ncnc3c2ncn3[C@H]2CN(Cc3ccc4c(c3)OCO4)C[C@@H](CO)O2)CC1	2	0	-16	-1	i	8	0	-1	i
Remaining list, next part:
SMILES	MT1-MMP act inh	FAS-TE inh	SKN-1 block	CSN inh	Neddyl block	MLLE-PAM2 inh	NadD inh	Rin1-Abl PPI inh	Rpn11 block
CC(C)(C)c1ccc(COc2ccsc2C(=O)O)cc1	4	-15	2	4	i	-6	-1	-1	i
NC(=S)COc1ccccc1	0	-3	-7	3	i	15	-1	-3	i
C=CCNC(=O)CN(c1cccc(Br)c1)S(C)(=O)=O	-2	-8	11	2	i	-10	3	2	i
CN(C)CCOc1ccc2ccccc2c1	-1	-9	4	-11	i	22	1	0	i
CCCOc1ccc(N2C(=O)CC(N(CCc3ccccc3)C(=O)c3ccccc3)C2=O)cc1 (stereo not drawn)	0	3	-1	-1	i	10	-5	0	i
CCOC1=NN(c2ccc(Cl)cc2)C(=O)/C1=C\N(C)C	2	-2	11	-2	i	10	4	1	i
CCc1nnc2n1N=C(c1ccc(Br)cc1)CS2	2	-3	23	6	i	-10	-1	1	i
Cc1cc(C)c(C(=O)c2ccc(C(=O)NC(C)(C)C)cc2)c(C)c1	1	10	6	-1	i	5	-3	0	i
Cc1[nH]c2ccccc2c1C1(O)C(=O)N(C(C)C)c2ccccc21 (stereo not drawn)	-4	1	-8	9	i	22	14	-7	i
Cc1c(OCC(=O)OC(C)C)ccc2c3c(c(=O)oc12)CCC3	-3	2	-13	-2	i	0	-7	-1	i
CCS(=O)(=O)c1ccc2c(c1)N(S(C)(=O)=O)CC(C(=O)NC1CC1)O2 (stereo not drawn)	2	-5	-8	0	i	-2	0	0	i
CCOC(=O)N1CCc2c(sc3c2c(=O)n(Cc2ccccc2)c(=O)n3Cc2cccc(C)c2)C1	0	32	-11	2	i	-11	7	2	i
COc1cc(NC(=O)C2CCCN(S(=O)(=O)c3cnc[nH]3)C2)cc(OC)c1 (stereo not drawn)	0	-10	-7	-11	i	0	-1	-1	i
CCC(CC)NC(=O)CSc1nnc(-c2ccc(OC)cc2)n1C(C)C	6	-3	9	-2	i	2	-4	-1	i
CCc1ccc(NS(=O)(=O)c2c(C(=O)N3CCOCC3)c(C)n(C)c2C)cc1	0	-5	3	-2	i	-1	-5	-2	i
O=C(O)c1ccc(/C=C/c2ccc3cccc(O)c3n2)cc1	9	0	0	20	i	12	4	-3	i
CCN1CCN(C2=NC(=O)/C(=C/c3ccc(C)o3)S2)CC1	-8	-4	-13	-7	i	14	0	-5	i
CCOCCCNC(=O)c1cc(Sc2ccc(F)cc2)nc2ccccc12	4	1	5	2	i	6	-2	0	i
COc1ccc(C)cc1Nc1nc(N)c2cc(OC)c(OC)cc2n1	3	-6	14	-1	i	10	-10	1	i
O=C1CN(C(=O)COC(=O)COc2ccc3c(c2)CCC3)c2ccccc2N1	4	9	-5	0	i	14	-7	1	i
CCN1C(=O)c2n[nH]c(C(=O)OC)c2C1=O	-2	-4	-7	0	i	1	1	2	i
Cc1ccc(C)c(SCC(=O)Nc2nnc(-c3ccccc3)o2)c1	6	1	3	2	i	3	7	-2	i
CC/C=C(\NC(C)=O)c1ccccc1	-2	-10	9	-1	i	1	-3	1	i
COCC(C)NC(=O)C1CC(=O)N(CCc2ccc(F)cc2)C1 (stereo not drawn)	-3	-2	-8	-2	i	10	6	1	i
CC(=O)N1C(C(=O)O)Cc2c([nH]c3ccccc23)C1(C)C (stereo not drawn)	-1	-7	1	0	i	6	-4	0	i
N#Cc1ccc(NC(=O)c2nc(-c3ccccc3)n(-c3ccccc3)n2)cc1	1	16	-17	16	i	7	-7	-1	i
O=C(Cn1cnc2scc(-c3ccc(Cl)cc3)c2c1=O)N1CCOCC1	-2	-3	-5	0	i	4	0	3	i

Whole records, quoted from the list.
`CN(C)CCOc1ccc2ccccc2c1` is listed as MT1-MMP act inh: -1; FAS-TE inh: -9; SKN-1 block: 4; CSN inh: -11; Neddyl block: i; MLLE-PAM2 inh: 22; NadD inh: 1; Rin1-Abl PPI inh: 0; Rpn11 block: i
`CCC(CC)NC(=O)CSc1nnc(-c2ccc(OC)cc2)n1C(C)C` is listed as MT1-MMP act inh: 6; FAS-TE inh: -3; SKN-1 block: 9; CSN inh: -2; Neddyl block: i; MLLE-PAM2 inh: 2; NadD inh: -4; Rin1-Abl PPI inh: -1; Rpn11 block: i
`Cc1cc(C)c(C(=O)c2ccc(C(=O)NC(C)(C)C)cc2)c(C)c1` is listed as MT1-MMP act inh: 1; FAS-TE inh: 10; SKN-1 block: 6; CSN inh: -1; Neddyl block: i; MLLE-PAM2 inh: 5; NadD inh: -3; Rin1-Abl PPI inh: 0; Rpn11 block: i
